LDHA inh = inhibitors of human lactate dehydrogenase A; P00338; activity change, % (values are at about 110 or 230 µM); actives 0.15% (n = 480,000); AID 1347041; purified LDHA, NADH/diaphorase-resazurin fluorescence; stronger effect = lower value; in the data active means activity change below about -30%; inconclusive means mostly about -25% to -30%;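 further: plate controls were DMSO wells for no effect and wells without enzyme for full effect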
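LDH5 2 nM; NADH 0.06 mM, pyruvate 0.2 mM; 200 mM Tris pH 7.4, EDTA, Tween-20; 5 min RT. Detection: diaphorase 0.133 mg/mL + resazurin 37 µM, fluorescence ex540/em590 at 0 and 20 min; normalized to enzyme-free and DMSO wells.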
Glioma ERSR ind = inducers of ER stress response in human glioma cells; U87-MG GRP78 promoter luciferase reporter, 16 h; Potency, µM, for inactives: at the highest dose activation, most hits filed as activators; actives 0.02% (n = 420,000); AID 602332; further: potency means the concentration at half of the fitted maximal effect; series mostly up to about 76 µM; % of control where 0% means no effect; nearly all actives have a fitted effect of over 35% in size
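Stably transfected U87-MG human glioma cells carrying a GRP78-based luminescent sensor were seeded at 1000 cells/well, pin-dosed with compounds and incubated 16 h. Luciferase reagent was then added, and end-point luminescence was read after 10 min at room temperature.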
TrxR1 substrate = is turned over as a substrate by rat TrxR1. O89049. actives 0.01% (n = 390,000). Potency, µM (highest dose often 114 µM), for the others: at the top dose activity change, negative = substrate turnover. purified TrxR1 substrate turnover, NADPH consumption readout. AID 588456; further: potency means the concentration at half of the fitted maximal effect; on the % scale 0 is the no-effect control and ±100 the full control effect; nearly all actives have a fitted effect of over 50% in size
Target sequence (O89049 whole entry, looked up): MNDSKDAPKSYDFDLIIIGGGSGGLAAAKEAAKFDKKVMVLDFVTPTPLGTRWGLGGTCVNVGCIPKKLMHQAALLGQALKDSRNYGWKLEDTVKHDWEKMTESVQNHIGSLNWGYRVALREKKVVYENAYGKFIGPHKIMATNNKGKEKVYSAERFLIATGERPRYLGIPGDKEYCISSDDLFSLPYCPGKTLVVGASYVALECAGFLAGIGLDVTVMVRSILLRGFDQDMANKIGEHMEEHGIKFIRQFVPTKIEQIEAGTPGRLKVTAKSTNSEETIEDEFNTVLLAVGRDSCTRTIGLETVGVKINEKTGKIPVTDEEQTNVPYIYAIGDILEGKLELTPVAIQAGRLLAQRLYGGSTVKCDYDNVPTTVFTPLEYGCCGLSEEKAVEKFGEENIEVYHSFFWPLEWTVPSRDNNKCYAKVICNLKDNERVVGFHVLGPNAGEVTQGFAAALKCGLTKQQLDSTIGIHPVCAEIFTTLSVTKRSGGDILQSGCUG
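Rat TrxR1, dispensed at 90 nM, was prereduced with 400 uM NADPH (final) for 5 min at ~22 deg C, then incubated with compound 15 min before 400 uM selenite. A first-read NADPH fluorescence drop versus no-compound background flagged substrates.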
USP1-UAF1 inh = blocks the human USP1/UAF1 deubiquitinase complex; actives 0.23% (n = 390,000); recombinant USP1/UAF1, Ub-Rhodamine cleavage fluorescence; O94782; Potency, µM (series often up to 57.1 µM), without a hit: top-dose activity change, negative = inhibition, usual class: inhibitors; further: potency means the concentration at half of the fitted maximal effect; on the % scale 0 is the no-effect control and ±100 the full control effect; nearly all actives have a fitted effect of over 60% in size; inactives centre near -12
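USP1/UAF1 complex (1 nM) preincubated 15 min at room temperature with compound, then Ub-Rho substrate (150 nM final) added. Kinetic fluorescence at 480/540 nm over 6 reads at 60 s intervals; 50 mM HEPES pH 7.8, 0.5 mM EDTA, 0.1 mg/ml BSA, 1 mM TCEP, 0.01% Tween-20.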
Vif-A3G inh = inhibitors of Vif-APOBEC3G interaction; HeLa A3G-eYFP + Vif (tagged APOBEC3G with the HIV-1 protein that degrades it), YFP fluorescence, overnight; Potency, µM (titrated, usually from 46.1 µM), for inactives: top-dose activity, negative = active, hits mostly inhibitors; actives 0.076% (n = 410,000); AID 602310;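 further: potency means the concentration at half of the fitted maximal effect; on the % scale 0 is the no-effect control and ±100 the full control effect; nearly all actives have a fitted effect of over 60% in size; hits raise eYFP signal because A3G escapes Vif-driven loss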
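HeLa cells stably expressing Vif and C-terminally eYFP-tagged A3G, seeded overnight at 37 deg C, then exposed to compound by pintool overnight at 37 deg C. Rise in yellow fluorescence (Ex 488/Em 500-530, Acumen) marks blocked Vif-driven A3G degradation.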
mIDH1 inhibitor = inhibitors of human mutant IDH1 R132H; IDH1-R132H enzyme, NADPH consumption, diaphorase/resazurin fluorescence; Potency, µM (titrated, usually from 76.6 µM), inactives show top-dose activity change, negative = inhibition, actives largely listed as inhibitors; actives 0.093% (n = 390,000); further: potency means the concentration at half of the fitted maximal effect; on the % scale 0 is the no-effect control and ±100 the full control effect; nearly all actives have a fitted effect of over 65% in size
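IDH1-R132H (0.5 ug/mL dispensed) in pH 7.5 Tris buffer was preincubated 30 min with compound, then given a substrate mix of 0.016 mM NADPH and 2 mM alpha-KG for 80 min at room temperature; remaining NADPH was read by diaphorase/resazurin fluorescence.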
Vif-APOBEC3F blk = blocks the Vif interaction with APOBEC3F; HeLa A3F-eYFP + Vif (tagged APOBEC3F with the HIV-1 protein that degrades it), YFP fluorescence increase; Potency, µM (doses to about 46.1 µM), for the others: at the highest dose activity, negative = active; actives 0.2% (n = 390,000); AID 602313; further: potency means the concentration at half of the fitted maximal effect; % of control where 0% means no effect; nearly all actives have a fitted effect of over 65% in size
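Fluorescence increase (Ex 488/Em 500-530) after overnight compound treatment at 37 deg C flags inhibition of Vif-driven A3F-eYFP loss in stable HeLa A3F-eYFP/Vif cells seeded overnight beforehand.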
RGS4 inhibitor = inhibitors of human regulator of G protein signaling 4; P49798; Transcreener GDP fluorescence polarization, RGS4-accelerated GTP hydrolysis; Potency, µM (doses to about 114 µM), without a hit: at the highest dose activity change, negative = inhibition, usual class: inhibitors; actives 0.039% (n = 390,000); further: potency means the concentration at half of the fitted maximal effect; on the % scale 0 is the no-effect control and ±100 the full control effect; nearly all actives have a fitted effect of over 75% in size; some results filed as inactive show a strong effect at the top dose
Target sequence (P49798 whole entry, looked up): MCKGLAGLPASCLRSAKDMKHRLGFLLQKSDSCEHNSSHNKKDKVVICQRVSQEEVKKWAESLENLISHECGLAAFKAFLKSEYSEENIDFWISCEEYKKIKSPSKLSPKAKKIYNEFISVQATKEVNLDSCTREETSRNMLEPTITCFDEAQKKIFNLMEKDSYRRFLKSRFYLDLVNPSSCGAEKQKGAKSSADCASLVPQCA
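MLSMR compounds (23 nl, pin-transferred) preincubated 10 min at room temperature with a 500nM (2x) first reagent, then RGS4 at 900nM (2x) plus Transcreener GDP mix added; fluorescence polarization (620/688 nm) read before and after 90 min at 30 °C.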
TrxR1 inh = blocks rat thioredoxin reductase 1. recombinant rTrxR1, NADPH fluorescence consumption, selenite substrate. O89049. Potency, µM (series often up to 114 µM), for the others: at the highest dose activity change, negative = inhibition, actives largely listed as inhibitors. actives 1% (n = 390,000). AID 588453; further: potency means the concentration at half of the fitted maximal effect; on the % scale 0 is the no-effect control and ±100 the full control effect; nearly all actives have a fitted effect of over 65% in size
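Rat TrxR1 (90 nM in the dispensed reagent) was pre-reduced with 400 uM NADPH for 5 min at room temperature, then incubated with compound for 15 min. After 400 uM selenite was added, NADPH fluorescence (Ex 340/Em 450 nm) was followed for 8 min.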
Numbers without * were called inactive; ? = inconclusive; . = not tested or not shown; & = joins results of further samples; [ ] = dose if it differs, or a comment. Unless noted, the call rests on the fitted dose curve; in most records, active means well fitted curve in the direction sought with a large enough effect; inconclusive means small, poorly fitted or top-dose-only effect, or another doubt; inactive means no such curve, though single readings can be large; an effect the other way counts as inactive or inconclusive. Not all compounds are listed; rates above refer to the full screens.

SMILES	LDHA inh	Glioma ERSR ind	TrxR1 substrate	USP1-UAF1 inh	Vif-A3G inh	mIDH1 inhibitor	Vif-APOBEC3F blk	RGS4 inhibitor	TrxR1 inh
CCOC(=O)CNC(=O)CSc1nc(Cc2ccccc2)nc2ccccc12	-1	-5%	0%	-13%	-6%	-2%	1%	22%	27%
O=C(Cc1ccc(F)cc1)N1CCC(c2nc3c(nnn3Cc3ccc(F)cc3)c(=O)[nH]2)CC1	-5	2%	-5%	-30%	-5%	13%	7%	-43%	12%
NNC(=S)NC1CCCCC1	-10	5%	16%[57.1 µM]	-19%	-1%	0%	-22%	-12%	13%[57.1 µM]
O=C(CN(Cc1ccccc1Cl)C(=O)c1csnn1)NCc1ccc(F)cc1	-5	-3%	4%[57.1 µM]	-3%	4%	21%	12%	16%	17%[57.1 µM]
CCN(CC)S(=O)(=O)c1ccc(N2CCCC2)c(NC(=O)Cc2ccccc2)c1	2	-2%	-5%	-16%	-1%	-2%	0%	23%	9%
COc1cc(OC)c(OC)cc1CN1CCCC(C(=O)c2sccc2C)C1 (stereo not given)	-9	-5%	-2%	-8%	-1%	-2%	-23%	8%	8%
CCOC(=O)C1C2C=CC3(CN(CCc4ccccc4)C(=O)C13)O2 (stereo not given)	-3	-5%	-9%	-3%	3%	-3%	13%	6%	-10%
C=CCSc1nnc2n(-c3ccccc3OC)c(=O)c3c4c(sc3n12)CCC4	1	0%	-4%	-5%	3%	0%	3%	-20%	-14%
COC(=O)C1=C(C)N(C(C)C)C(=O)C1(NC(=O)c1ccccc1OC)C(F)(F)F (stereo not given)	-3	0%	13%[11.4 µM]	-8%	1%	-5%	1%	3%	2%
CCOc1cccc2cc(C(=O)OCC(=O)Nc3c(C)cccc3CC)c(=O)oc12	11	7%	-1%	-17%	-1%	2%	1%	-27%	-18%
CCOC(=O)COc1ccc(S(=O)(=O)NCc2cccnc2)cc1	0	-4%	5%	-7%	0%	-1%	-1%	3%	1%
CCOC(=O)c1c(CSc2ccsc2)n(C)c2cc(Br)c(O)c(CN(C)C)c12	2	-4%	-14%	-16%	3%	-1%	-1%	-12%	-9%
Cc1ccc(NC(=O)CCCn2nc(C)c3c(C)n(-c4ccccc4)nc3c2=O)c(Cl)c1	-4&0	2%&-2%	3%&7%	-16%&-19%	-7%&0%	21%&12%	-3%&-1%	-6%&2%	27%&14%
COc1ccc(NC(=O)C2CCCN(S(C)(=O)=O)C2)c(OC)c1 (stereo not given)	-2	-4%	-3%	-6%	0%	-10%	8%	2%	-1%
CCn1c(COc2ccc(=O)n(-c3ccccc3)n2)nnc1SCc1ccccc1	6	-2%	4%[57.1 µM]	-7%	0%	1%	0%	1%	-12%
Cc1ccc(-c2nn(Cc3ccccc3)cc2/C=C/C(=O)O)cc1	-9	7%	-8%	-8%	2%	10%	3%	-28%	-4%
COc1ccc(C)cc1NC(=O)CCS(=O)(=O)c1ccc2c(c1)CCN2C(C)=O	-2	1%	-5%	5%	-2%	2%	1%	-7%	-8%
COc1ccc(/C=C/C(=O)O/N=C(\N)c2ccccn2)cc1OC	5	-2%	7%	-11%	-5%	5%	1%	-6%	-8%
COCC(=O)N1C[C@H]2CON(C)[C@H]2C[C@H]1c1cccc(-c2ccccc2)c1	-2	-3%	.	-12%	2%	3%	1%	.	.
Cc1ccc(S(=O)(=O)N2CCOCC2)cc1C(=O)Nc1ccc2c(c1)CCC2	-4	1%	-10%	-16%	-6%	3%	2%	-27%	-3%
CCc1cc(=O)oc2c(C)c(O[C@@H]3O[C@H](CO)[C@@H](O)[C@H](O)[C@H]3O)ccc12	-3	-2%	7%[57.1 µM]	-15%	1%	3%	1%	1%	0%[57.1 µM]
CCn1c(SCC(=O)N2CCOCC2)nc2sc3c(c2c1=O)CCCC3	-4	-5%	-9%	-11%	-2%	8%	3%	10%	3%[57.1 µM]
COCCNc1c2c(nc3c(-c4ccccc4)c(C)nn13)CCCC2	7	-1%	4%	-13%	2%	4%	0%	-1%	-3%
COc1cc2ccccc2cc1C(=O)NC(=S)Nc1cc(C(=O)O)ccc1C	-9	-1%	6%[57.1 µM]	?	-3%	-4%	2%	-9%	-2%[57.1 µM]
CCOC(=O)c1cccc(NC(=O)c2cc(S(=O)(=O)N3CCCC(C)C3)cn2C)c1 (stereo not given)	-5	-1%	3%[57.1 µM]	-28%	-7%	-4%	-5%	-14%	16%[57.1 µM]
Cc1ccc(NS(=O)(=O)c2ccc(-c3coc(C)n3)cc2)c(Br)c1	1	2%	-3%	-19%	2%	-8%	6%	7%	19%
C#CCN1[C@@H]2CCN(C2)c2cc(Br)ccc2S1(=O)=O	-1	-2%	-5%	-26%	-1%	7%	0%	10%	-14%
C/C(Cc1ccccc1)=N\NC(=O)CNC(=O)c1ccccc1F	-1	-2%	-1%	-7%	0%	-9%	-13%	27%	25%
C=CCNC(=O)c1snnc1-c1ccccc1	-3	-2%	12%[57.1 µM]	-2%	1%	1%	4%	0%	17%[57.1 µM]
Cc1cccc(-c2oc3ccc(-c4ccc5c(c4)OCO5)cc3c2-c2ccc(OC3CCCCO3)cc2)c1 (stereo not given)	1	-3%	31%[activator]	20%	-3%	1%	0%	4%	-12%
O=C(CN1CCN(S(=O)(=O)c2ccc(Br)cc2)CC1)Nc1ccccc1F	-9	-6%	-5%	-10%	-1%	3%	-9%	-22%	4%[57.1 µM]
COc1ccc(C(=O)NCc2ccc(C)cc2)cc1S(=O)(=O)N1CCCc2ccccc21	-6	0%	-3%[57.1 µM]	-14%	-5%	0%	0%	-10%	18%[57.1 µM]
CCC(C)C(CO)NCCCn1cnc2c(OCc3ccccc3)ncnc21 (stereo not given)	0	-2%	.	-13%	0%	5%	5%	.	.
O=S(=O)(c1ccc(F)c(F)c1)N1CCC2(CC1)OCCO2	-7	-3%	-13%	-9%	-5%	5%	-15%	33%	?
CCOc1ccc(NC(=O)Cn2c(=O)n(-c3cccc(OC)c3)c(=O)c3c4c(sc32)CCCC4)cc1	0	-4%	-1%	-22%	-2%	0%	-5%	28%	25%
COc1ccc(CNC(=O)NC(C)(C)c2cccc(C(C)(C)NC(=O)NCc3ccc(OC)cc3)c2)cc1	-2	-5%	-6%	-13%	-4%	-2%	8%	-12%	1%
COc1ccc(Nc2nc(OC)nc(N3CCOCC3)n2)cc1	0	-2%	3%	-5%	0%	-3%	3%	6%	7%
COc1ccc(/C=C/c2nc(C#N)c(NCCN(C)C)o2)cc1OC	-5	-3%	45%	-10%	2%	6%	6%	-13%	-4%[57.1 µM]
O=c1cc(-c2cccc(Br)c2)oc2cccc(O)c12	-3	1%	3%[57.1 µM]	-16%	-2%	-2%	5%	8%	-8%[57.1 µM]
CCN(C(=O)Cn1ncc2c1-c1cc(C)ccc1OC2)c1cc(Cl)ccc1OC	-2	-3%	-9%	-9%	1%	?	11%	-14%	-11%
CCOC(=O)C1CCN(C(=O)CSc2n[nH]c(=O)[nH]c2=O)CC1	-6	9%	-3%	-4%	-2%	6%	.	32%	1%
COCCN=C1Sc2nc3cc(C)c(C)cc3cc2CN1Cc1cccs1	0	7%	4%	-20%	-1%	4%	0%	-28%	2%
O=C(CSc1nnc(COc2ccccc2F)n1-c1ccccc1)NCc1ccco1	-6	-6%	-2%	-25%	-8%	4%	-5%	-4%	-19%
Cc1cc2c(cc1S(=O)(=O)NCCc1ccccc1)NC(=O)CO2	-14	2%	-3%[57.1 µM]	2%	-2%	3%	0%	-6%	-1%[57.1 µM]
COc1cccc(CN2CCN(Cc3nc4c(s3)CCCC4)CC2CCO)c1 (stereo not given)	0	-2%	5%	-20%	3%	0%	-3%	-17%	20%
CC1=C(C(=O)N2CCOCC2)CC(CC(=O)NC2CCCC2)C(=O)N1Cc1ccc(F)cc1 (stereo not given)	4	-2%	.	-16%	-8%	1%	4%	.	.
Cc1ccc(CC(=O)N2CCN(c3cccc(C(F)(F)F)c3)CC2)cc1	4	-6%	-3%	-22%	-2%	15%	1%	-25%	-3%

Compound activity deposited in PubChem BioAssay by National Center for Advancing Translational Sciences (NCATS).
